MPTP inh: mitochondrial permeability transition pore inhibitors, primary screen, biochemical, isolated mouse mitochondria, absorbance | Ca2+ swelling absorbance, 30 min | inhibition, % at 10 µM | 360,000 compounds, 1.4% hits | AID 602449, 2012;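 active means inhibition of 50% or more, scaled per plate between neutral and stimulator controls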;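 further: 0% = DMSO wells given calcium and 100% = 1 mM EGTA wells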
ATG4B inh: ATG4B protease inhibitors, primary screen, biochemical, fluorescence, uHTS; 340,000 compounds, 0.51% hits; ATG4B cleavage of LC3-PLA2, NBD-HPC fluorescence, 1 h; inhibition, % at 8.33 µM; Cysteine protease ATG4B (Homo sapiens), Q9Y4P1; in the data active means inhibition above about 40%
SENP6 inh: SENP6 protease inhibitors, primary screen, biochemical, luminescence, uHTS | Sentrin-specific protease 6 (Homo sapiens), Q9GZR1 | Recombinant SENP6 catalytic domain, aminoluciferin luminescence | inhibition, % at 10 µM | 330,000 compounds, 1.8% hits | AID 2599, 2010;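 active means inhibition above about 50% at the single tested dose, limit read from the data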;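 further: plate controls were DMSO wells with enzyme for no effect and DMSO wells lacking enzyme for full effect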
Target sequence (Q9GZR1 628-1112 limits assumed): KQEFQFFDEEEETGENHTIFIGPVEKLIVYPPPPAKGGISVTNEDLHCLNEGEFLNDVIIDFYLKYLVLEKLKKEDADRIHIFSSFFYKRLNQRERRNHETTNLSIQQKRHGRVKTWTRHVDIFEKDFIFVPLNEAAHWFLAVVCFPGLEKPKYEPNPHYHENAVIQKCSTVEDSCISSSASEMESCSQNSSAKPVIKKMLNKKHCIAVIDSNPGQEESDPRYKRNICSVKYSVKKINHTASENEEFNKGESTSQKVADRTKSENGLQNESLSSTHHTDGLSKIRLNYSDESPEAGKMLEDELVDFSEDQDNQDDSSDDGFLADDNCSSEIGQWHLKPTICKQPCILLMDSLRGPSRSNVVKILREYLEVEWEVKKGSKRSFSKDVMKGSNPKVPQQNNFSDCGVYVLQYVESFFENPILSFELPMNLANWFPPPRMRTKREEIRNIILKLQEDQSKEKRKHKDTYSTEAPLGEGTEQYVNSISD
NR3A LBD binder: binders of NR3A ligand-binding domain, primary screen, biophysical, differential scanning fluorimetry, uHTS | Glutamate receptor ionotropic, NMDA 3A (GRIN3A) ligand-binding domain | NR3A LBD differential scanning fluorimetry, Tm shift; 0% = protein alone, 100% = glycine-bound protein | Tm shift relative to glycine control, % at 25 µM | 340,000 compounds, 2.5% hits | AID 1259313, 2017;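 active means melting temperature shift of at least 10% of the positive control shift, at one fixed dose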
HKDC1 inh: HKDC1 hexokinase inhibitors, primary screen, biochemical, fluorescence, uHTS; 340,000 compounds, 0.16% hits; inhibition, % at 20 µM; Q2TB90; recombinant HKDC1, G6PDH/diaphorase resazurin coupled fluorescence; AID 493160, 2011;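 active means inhibition above about 35% when tested at 20 µM, limit read from the data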;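 further: plate controls were DMSO wells with enzyme for no effect and DMSO wells lacking enzyme for full effect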
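test system = in-house recombinant HK5 (HKDC1) enzyme | amount = HKDC1 at 5 µg/mL | control set = DMSO-enzyme wells negative, buffer-substituted wells positive | compound = one dose of 20 µM, 1% DMSO | schedule = reaction time 90 min, room temperature, protected from light | technique = resorufin fluorescence at 613 nm | reagent = glucose with 1 mM ATP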
SENP7 inh: SENP7 protease inhibitors, primary screen, biochemical, luminescence, uHTS. Sentrin-specific protease 7 (Homo sapiens), Q9BQF6. recombinant SENP7, Z-RLRGG-aminoluciferin luminescence, 40 min. inhibition, % at 5 µM. 330,000 compounds, 1.5% hits;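 active means inhibition above about 50% at the single test dose, limit read from the data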;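 further: plate controls were DMSO with enzyme for no effect and no enzyme buffer wells for full effect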
Target sequence (Q9BQF6 706-1050 limits assumed): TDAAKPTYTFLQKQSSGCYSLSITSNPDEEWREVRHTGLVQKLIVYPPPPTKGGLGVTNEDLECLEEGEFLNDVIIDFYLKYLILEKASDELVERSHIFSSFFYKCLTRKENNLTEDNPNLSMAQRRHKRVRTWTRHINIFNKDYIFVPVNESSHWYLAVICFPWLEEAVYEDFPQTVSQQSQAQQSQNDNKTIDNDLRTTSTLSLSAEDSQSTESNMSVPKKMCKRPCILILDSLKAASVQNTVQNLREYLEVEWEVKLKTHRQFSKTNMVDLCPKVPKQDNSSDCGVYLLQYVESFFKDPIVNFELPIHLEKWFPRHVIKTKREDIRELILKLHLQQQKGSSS
SENP8 block: human SENP8 protease inhibitors, primary screen, biochemical, fluorescence, Nedd8 protein substrate, uHTS. 360,000 compounds, 0.64% hits. AID 602440, 2012. inhibition, % at 20 µM. Sentrin-specific protease 8 (Homo sapiens), Q96LD8. recombinant SENP8; in the data active means inhibition mostly above about 40%, no sharp cut-off; inactive means mostly below about 27%
Target sequence (Q96LD8 whole entry, looked up): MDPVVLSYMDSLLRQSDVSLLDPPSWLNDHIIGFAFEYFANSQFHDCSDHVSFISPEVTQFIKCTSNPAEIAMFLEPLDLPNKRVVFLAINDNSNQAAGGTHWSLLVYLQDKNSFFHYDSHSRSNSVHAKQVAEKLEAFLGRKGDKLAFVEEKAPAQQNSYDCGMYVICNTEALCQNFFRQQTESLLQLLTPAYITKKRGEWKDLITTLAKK
PfGluPho inh: PfG6PD enzyme inhibitors, primary screen, biochemical, fluorescence intensity, uHTS; glucose-6-phosphate dehydrogenase-6-phosphogluconolactonase (Plasmodium falciparum 3D7); PfGluPho enzyme, NADPH resazurin-diaphorase fluorescence; inhibition, % at 20 µM; 350,000 compounds, 0.78% hits; AID 504690, 2011;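 active means inhibition reaching at least a set limit at 20 µM in the primary screen, cut at about 59% in these data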;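 further: 0% = DMSO wells with substrate and 100% = DMSO wells lacking glucose-6-phosphate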
* = called active by the depositor; i = inactive; x = not tested or not shown; & = joins results of further samples.

Order of results: MPTP inh	ATG4B inh	SENP6 inh	NR3A LBD binder	HKDC1 inh	SENP7 inh	SENP8 block	PfGluPho inh
- Cc1ccc(OCC(=O)NCCO)cc1C
  0.8	2.2	-13.2	-1.1	-10.5	2.9	6.5	1.7
- O=S(=O)(/N=C(\Sc1ccccc1)c1ccccc1)c1ccc(Cl)cc1
  -4.5	5.8	14.1	1.9	13.0	-1.9	20.4	9.5
- CCOc1ccc(NC(=O)CN2CCC(n3cnc4cc(F)ccc43)CC2)cc1
  -0.5	-3.9	-7.3	-1.4	-0.9	0.5	-2.4	-10.2
- CC(C)CC(=O)NC(c1cccs1)c1ccc2cccnc2c1O (configuration not stated)
  0.7	7.8	-4.8	-9.0	-33.7	9.4	5.3	-28.2
- CC(NC(=O)CSc1nnc(-c2cc3cc(Cl)ccc3o2)n1C)c1ccccc1 (configuration not stated)
  4.5	-33.0	-4.1	2.5	4.0	6.4	-20.8	-4.2
- COc1ccc(-c2cc(N)n(S(=O)(=O)c3c(F)c(F)c(F)c(F)c3F)n2)cc1OC
  1.2	7.6	0.8	-2.8	23.9	-10.2	18.6	1.3
- Cc1occc1C(=O)NCc1ccccc1
  -1.8	-3.1	-10.1	-1.1	-12.5	6.7	12.3	-16.6
- CN(CC(=O)Nc1ccc(Cl)cc1)C(=O)CNC(=O)c1ccc(Br)o1
  1.1	-10.5	-5.3	2.0	2.4	-8.5	7.8	6.4
- COCCNC(=O)C1CCC(=O)N(c2ccc(OC)cc2)C1c1ccc(OC)c(OC)c1 (configuration not stated)
  0.3	-10.2	-4.6	1.9	0.3	9.2	16.7	-2.7
- Cc1cc(NC(=S)N(CCN2CCCCC2)Cc2ccco2)ccc1Cl
  1.9	11.9	-1.2	-0.9	3.5	3.1	29.1	10.6
- Cc1cccc(-c2n[nH]c(=S)n2/N=C/c2cccs2)c1
  0.1	13.8	-5.4	2.6	3.3	-3.0	26.8	26.5
- COc1cccc(CN(C)C(=O)CNC(=O)c2sc3ccccc3c2Cl)c1OC
  -1.5	-11.2	-13.1	0.8	-0.1	9.0	5.4	3.5
- Cc1cc(C(=O)NN)c(Cl)cc1Cl
  1.3	-8.3	-23.6	-1.0	-7.3	-5.5	11.0	3.1
- CN(c1ccccc1)c1nc(N)c([N+](=O)[O-])c(NCCO)n1
  3.1	-10.5	5.9	1.2	-0.3	2.6	6.0	-1.1
- CCOc1ccc2oc(C(=O)OCC(=O)N3CC(C)OC(C)C3)c(C)c2c1 (configuration not stated)
  0.2	-6.7	-3.6	0.6	-5.4	-5.8	i	5.6
- COc1cc(OC)cc(C(=O)NCC(=O)OCc2cc(=O)oc3cc(OC)ccc23)c1
  2.2	-14.6	1.0	-2.2	-4.0	-1.1	-432.8	3.3
- CCC(C)c1ccc(C(CC)NC(=O)C2CCCO2)cc1 (configuration not stated)
  0.4	4.4	-8.0	2.5	-4.7	-9.5	-0.3	7.7
- O=C(O)c1c(-c2ccccc2)oc2ccc(O)cc12
  -0.1	3.4	-8.3	1.1	-5.0	-5.7	-311.3	-3.4
- Cc1ccccc1OCC(=O)OCC(=O)Nc1ncc(Cl)c(C)c1Cl
  0.3	12.0	6.1	-1.7	9.2	-0.8	7.9	12.5
- COC(=O)c1cc(C(C)=O)c(C)[nH]c1=O
  -1.5	7.1	-14.6	-1.1	-5.3	-6.3	0.8	-0.1
- COc1ccc(NC(=O)c2ccc3c(c2)C(=O)N(CC2CCCO2)C3=O)c(OC)c1 (configuration not stated)
  -0.5	-9.0	4.3	2.2	-3.1	-1.6	10.6	-13.7
- O=C(CN1CCOc2ccccc21)N1CCCC1
  -1.2	4.0	-0.2	1.1	-4.5	-4.4	15.8	11.7
- O=C(Nc1ccc(N2CCOCC2)cc1)c1ccc([N+](=O)[O-])cc1
  -2.2	-3.9	-23.4	-0.5	-8.6	-3.6	15.9	14.7
- CCCCN(Cc1cc2ccccc2[nH]c1=O)S(=O)(=O)c1ccc(C)cc1
  -0.6	-3.4	-9.8	-1.4	3.8	4.5	-48.2	27.2
- c1ccc(-c2cc3c(N4CCCC4)ncnc3s2)cc1
  2.6	-14.4	4.5	-2.4	1.2	3.5	-361.9	5.3
- Cc1ccc(-n2nnnc2SCC(=O)N2CC(=O)Nc3ccccc32)cc1
  3.6	-2.8	1.7	-0.1	-3.0	-2.2	4.6	-2.4
- Cn1c(=O)oc2cc(S(=O)(=O)Nc3cccc4c3CCCC4)ccc21
  0.2	-20.1	-4.8	-0.3	1.1	-0.4	17.4	1.3
- O=C(C1CC(=O)N(c2ccc3c(c2)OCCO3)C1)N1CCN(c2cccc(C(F)(F)F)c2)CC1 (configuration not stated)
  -0.9	-9.4	-5.3	-0.7	-3.7	-2.1	0.3	6.4
- CS(=O)(=O)c1ccccc1C(=O)Nc1cccc(-c2nc3ccccc3o2)c1
  -0.8	0.2	2.8	-2.0	-3.2	-5.2	-31.6	5.5
- CSc1ccc(C(=O)N2CCC(CCC(=O)NC3CC3)CC2)cc1
  -0.7	-8.1	0.6	0.5	4.4	-2.0	9.0	0.4
- CCOC(=O)c1c(NC(=O)NC(C)(C)C)sc2c1CCN(C)C2
  2.9	-10.3	-6.6	0.9	3.2	-5.1	-80.0	12.1
- Cc1ccccc1NS(=O)(=O)c1ccc(OCCNS(C)(=O)=O)cc1
  0.5	-3.6	-7.6	-0.5	6.8	3.1	9.5	-13.2
- Brc1ccc(Cn2c(-c3cncs3)nc3ccccc32)cc1
  1.8	-1.8	-5.4	-0.3	10.9	5.9	-2.5	7.1
- COc1cccc(N=CNc2cccc(OC)c2)c1
  0.6	3.6	x	1.1	2.8	x	0.2	16.7
- Cc1ccc2cc(C#N)c(N3CCN(C(=O)c4ccccc4)CC3)nc2c1
  0.2	-0.7	-29.3	-5.2	-0.5	-16.4	-301.5	20.1
- CCOC(=O)c1ccccc1NC(=O)Cc1c(C(=O)O)n(C)c2ccccc12
  0.8	6.7	-7.1	-1.0	-0.6	2.8	7.5	-21.3
- CC(C)OC(=O)COc1ccc(-c2ccccc2)cc1
  -0.3	-3.7	16.0	4.2	-2.2	9.6	14.8	5.1
- COC(=O)C(NC(C)=O)(Nc1nc2ccc(C)cc2s1)C(F)(F)F (configuration not stated)
  3.5	4.6	-2.9	-0.6	4.6	-1.7	23.7	1.4
- Cc1oc2nc(SCCCC(=O)NCCO)nc(N)c2c1C
  -1.1	-7.5	-4.6	-1.7	-6.0	4.8	15.8	-6.1
- CCc1cc2c(N[C@@H](C)C(=O)O)ncnc2s1
  -1.1	-0.4	-16.2	0.7	0.8	-0.3	-12.7	-13.5
- COc1ccccc1C(=O)NCCC(=O)NC1CCC(C)CC1 (configuration not stated)
  -2.2	2.2	-8.9	2.5	-5.2	0.1	13.8	4.9
- CC(NC(=O)c1ccccc1Br)c1nnc(SCc2ccc([N+](=O)[O-])cc2)n1C (configuration not stated)
  -2.2	2.1	-19.4	-1.3	10.7	2.6	19.8	7.1
- CCN(CC)Cc1cc(CC(C(N)=O)C(N)=O)ccc1OC
  -0.4	-12.4	2.2	-0.2	0.9	0.2	8.7	6.2
- CC(=O)O[C@]1(C(C)=O)CC[C@H]2[C@@H]3C=C(C)C4=CC(=O)CC[C@@H]4[C@H]3CC[C@@]21C
  2.1	-3.2	10.8	2.5	3.4	5.9	-16.0	6.2
- COCCCN=C1NN=C(c2cc(C)n(-c3ccccc3F)c2C)CS1
  7.9	-5.2	-14.1	1.2	-7.3	0.8	16.3	1.9

Next part; the last 2 above are carried over.
Order of results: MPTP inh	ATG4B inh	SENP6 inh	NR3A LBD binder	HKDC1 inh	SENP7 inh	SENP8 block	PfGluPho inh
- CC(=O)O[C@]1(C(C)=O)CC[C@H]2[C@@H]3C=C(C)C4=CC(=O)CC[C@@H]4[C@H]3CC[C@@]21C
  2.1	-3.2	10.8	2.5	3.4	5.9	-16.0	6.2
- COCCCN=C1NN=C(c2cc(C)n(-c3ccccc3F)c2C)CS1
  7.9	-5.2	-14.1	1.2	-7.3	0.8	16.3	1.9
- O=C(NC1CC1)c1ccc(S(=O)(=O)NC2CCCCCC2)cc1
  1.5	-11.9	-3.0	-1.4	-11.6	4.8	14.3	-4.5
- CCN(CC(=O)Nc1c(F)cccc1F)C(=O)c1nn(C)c(=O)c2ccccc12
  1.0	-3.4	-5.4	1.7	-6.0	0.6	-5.9	7.1
- COc1ccc(O)c(C(=O)c2cnn(C(=O)c3cccc(N(C)C)c3)c2)c1
  -0.5	-5.8	14.5	-1.7	2.8	-3.0	-215.4	-17.9
- CCN=C1SC(CC(=O)Nc2ccccc2)C(=O)N1CC (configuration not stated)
  -0.1&-1.5	-0.2&-7.8	12.0	3.2&-0.2	0.4&0.7	-5.9	13.4&16.5	-18.8&-5.1
- CCCCCOCC1CC(C/C(C)=N/NC(N)=S)C(=O)O1 (configuration not stated)
  0.7	-2.4	-21.9	2.7	-18.9	7.0	19.4	0.4
- CCOc1cc(/C=C2/C(=N)N3C(=NC2=O)SN=C3S(C)(=O)=O)ccc1OS(=O)(=O)c1ccccc1
  -0.6	31.6	-1.1	5.2	17.9	20.2	-56.0	9.1
- COc1ccc(OCC(O)Cn2c(=N)n(CCN3CCCCC3)c3ccccc32)cc1 (configuration not stated)
  13.9	-3.3	-15.8	5.4	0.0	7.0	28.3	11.9
- O=C(COc1cccc(F)c1)Nc1nc(-c2ccncc2)cs1
  0.0	0.8	-5.0	-8.6	-5.0	1.8	-62.0	16.7
- COc1ccc(OC)c(S(=O)(=O)Nc2cccc3ccc(O)cc23)c1
  6.7	-9.2	-8.3	-1.3	11.2	-10.0	4.1	4.4
- O=c1oc2c3c4c(cc2s1)CCCN4CCC3
  3.9	4.0	11.0	1.5	7.4	14.1	-5.2	57.5
- CCOc1ccc(N(C(=O)c2snc(C(N)=O)c2N)C(C(=O)NC2CCCC2)c2ccncc2)cc1 (configuration not stated)
  -1.1	-1.4	-32.2	-0.1	-5.4	-0.4	-177.4	-2.7
- COc1ccc(S(=O)(=O)n2nc(-n3c(C)ccc3C)c3c(F)cccc32)cc1OC
  1.8	13.9	5.6	0.9	3.7	-7.1	20.7	12.2
- O=C(CSc1nnc(CNC(=O)c2cccs2)o1)Nc1ccc(Cl)cc1
  -1.3	-3.5	0.6	-9.0	-1.6	-1.2	20.6	0.1
- NC(=O)C1CCN(c2nc(C3CC3)nc3c2nnn3Cc2ccccc2Cl)CC1
  -3.1	5.0	-13.3	-1.4	14.6	7.9	20.4	0.6
- OC(CNc1nc2ccccc2s1)c1ccccc1 (configuration not stated)
  -2.4	-10.6	-10.6	-53.6	-6.9	3.8	35.0	-8.8
- CCCCn1c(N)c(N(CC(C)C)C(=O)c2ccc(Cl)c(S(=O)(=O)N3CCCC3)c2)c(=O)[nH]c1=O
  0.0	-6.9	-19.3	-0.3	-6.3	-7.7	-16.7	6.8
- COc1ccc(/C=C2\SC(=S)N(N3CCOCC3)C2=O)c(OC)c1
  2.9	-7.3	-5.4	-5.0	-2.9	7.9	28.6	13.0

Only SENP6 inh and ATG4B inh (3 entries from above):
molecule	SENP6 inh	ATG4B inh
O=C(NC1CC1)c1ccc(S(=O)(=O)NC2CCCCCC2)cc1	-3.0	-11.9
CCN(CC(=O)Nc1c(F)cccc1F)C(=O)c1nn(C)c(=O)c2ccccc12	-5.4	-3.4
COc1ccc(O)c(C(=O)c2cnn(C(=O)c3cccc(N(C)C)c3)c2)c1	14.5	-5.8

Bioassay records (PubChem)
